USP2a block – qHTS Assay for Inhibitors of Ubiquitin-specific Protease USP2a Using CHOP2 as the Reporter; Ubiquitin carboxyl-terminal hydrolase 2 (Homo sapiens), O75604; USP2 core, Ub-CHOP2 coupled fluorogenic reporter, 485/531; Potency, µM (highest dose often 38.3 µM), for the others: at the top dose activity change, negative = inhibition, hits mostly inhibitors; actives 0.01% (n = 330,000);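 further: potency means the concentration at half of the fitted maximal effect; plate controls were DMSO wells for no effect and full inhibition by NEM control for full effect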
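Deubiquitinase activity read as fluorescence (485/531 nm) after Ub-CHOP2 cleavage activates the enterokinase reporter on its substrate; USP2 core 10nM, Ub-CHOP2 and substrate 25nM each, 30min compound preincubation then 60min RT; data normalized to NEM, curves fitted.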
TSHR antag – Antagonists of the Thyroid Stimulating Hormone Receptor: HTS campaign | Thyrotropin receptor (Homo sapiens), P16473 | TSHR-expressing cells, TSH-stimulated cAMP HTRF, 2 h; active compounds read low | activity change, negative = inhibition, % at 11.5 µM | actives 0.2% (n = 330,000);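 active means activity change below a set negative limit, meaning inhibition stronger than a set level, cut at about -70% in these data; inconclusive means activity change between two set negative limits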; further: on the % scale 0 is the no-effect control and ±100 the full control effect
Target sequence (P16473 whole entry, looked up): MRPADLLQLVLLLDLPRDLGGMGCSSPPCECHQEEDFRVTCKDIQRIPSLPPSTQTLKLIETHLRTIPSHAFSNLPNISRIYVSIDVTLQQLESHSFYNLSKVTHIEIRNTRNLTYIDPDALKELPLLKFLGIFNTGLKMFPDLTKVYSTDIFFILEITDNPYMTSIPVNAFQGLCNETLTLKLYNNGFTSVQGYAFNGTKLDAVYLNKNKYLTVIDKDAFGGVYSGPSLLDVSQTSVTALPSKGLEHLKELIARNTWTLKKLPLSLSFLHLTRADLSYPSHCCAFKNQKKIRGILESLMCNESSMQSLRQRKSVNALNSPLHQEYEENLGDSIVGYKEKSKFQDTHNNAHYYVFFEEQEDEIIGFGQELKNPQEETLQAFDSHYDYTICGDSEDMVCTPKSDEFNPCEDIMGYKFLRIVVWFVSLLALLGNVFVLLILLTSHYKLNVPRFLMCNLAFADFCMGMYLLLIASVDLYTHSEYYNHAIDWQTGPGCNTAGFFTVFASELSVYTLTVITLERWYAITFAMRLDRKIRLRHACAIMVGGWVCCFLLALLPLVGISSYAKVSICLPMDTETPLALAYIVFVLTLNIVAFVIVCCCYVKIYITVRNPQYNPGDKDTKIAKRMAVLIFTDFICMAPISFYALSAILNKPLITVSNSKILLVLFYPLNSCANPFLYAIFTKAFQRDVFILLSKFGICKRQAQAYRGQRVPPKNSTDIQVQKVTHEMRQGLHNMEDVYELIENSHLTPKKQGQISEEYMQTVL
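Cell-based HTRF cAMP assay; TSHR cells + compound, TSH EC80 (4nM final), 2 h, 37 deg C. Lysis with anti-cAMP cryptate and cAMP-d2, 30 min RT, read 665/620 nm.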
ELG1 DNA repair – qHTS screen for small molecules that inhibit ELG1-dependent DNA repair in human embryonic kidney (HEK293T) cells expressing luciferase-tagged ELG1 | HEK293T ELG1-luciferase reporter, luminescence, 16 h; DNA damage induced by 5-fluorouridine | Potency, µM (series often up to 46.1 µM), for inactives: at the highest dose activity change, negative = inhibition, actives largely listed as inhibitors | actives 2.3% (n = 330,000) | AID 504467, 2011; further: potency means the concentration at half of the fitted maximal effect; on the % scale 0 is the no-effect control and ±100 the full control effect; nearly all actives have a fitted effect of over 55% in size
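Reporter activity after DNA damage by 5-fluorouridine is monitored. Compound-treated cells incubate 16 hr at 37 °C, then ONE-Glo is added for 30 min before luminescence reading.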
KCNH2 WT inh – qHTS for Inhibitors of KCHN2 3.1: Wildtype qHTS. Voltage-gated inwardly rectifying potassium channel KCNH2 (Homo sapiens), Q12809. actives 0.37% (n = 340,000). activity change, % at 1.84 µM. U2OS, BacMam KCNH2, thallium flux FluxOr; active compounds read low. AID 720551, 2013;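 active means maximum activity change below -70%; inconclusive means maximum activity change between -70% and -50%; inactive means maximum activity change above -50%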; further: on the % scale 0 is the no-effect control and ±100 the full control effect
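U2OS cells were transduced with wild-type KCNH2 virus (2.03 x 10^8 / mL) for 4 h at room temperature, then cultured overnight at 37 C. Thallium flux was read with FluxOr dye. Rate constants were normalized to DMSO controls.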
TCR act – Activators of T cell receptors: qHTS campaign; Potency, µM (series often up to 9.22 µM), for the others: at the top dose activation of IL-2 secretion, actives largely listed as activators; primary human leukocytes, anti-CD3, IL-2 HTRF, 48 h; 330,000 tested, under 10 active; further: % of control where 0% means no effect
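Compounds are tested in HTS on primary human leukocytes co-incubated with a-CD3 beads for 48 hr. IL-2 output is measured by time-resolved FRET.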
AT treatment – qHTS Assay for Identifying a Potential Treatment of Ataxia-Telangiectasia. […] A-T fibroblasts, KAP-1 phosphorylation AlphaLISA; neocarzinostatin DNA damage 30 min before lysis. Potency, µM (highest dose often 57.5 µM), inactives show top-dose activation, actives largely listed as activators. actives 0.19% (n = 320,000); further: potency means the concentration at half of the fitted maximal effect; % of control where 0% means no effect; nearly all actives have a fitted effect of over 45% in size
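hTERT-immortalized A-T patient fibroblasts ([…]), 500 cells/well in OPTI-MEM, 1% FBS, got compounds for 60 min, then NCS for 30 min at 37C. Lysates were then assayed for phospho-KAP-1 by AlphaLISA (anti-pKAP1 donor, anti-KAP1 acceptor beads), 6 hr at 25C.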
KCNH2 3.1 block – qHTS for Inhibitors of KCHN2 3.1: Mutant qHTS. activity change, % (tested at about 1.8 µM). U2OS KCNH2 3.1, thallium flux FluxOr; active compounds read low. actives 0.95% (n = 340,000). AID 720553, 2013. Potassium voltage-gated channel subfamily H member 2, brain isoform KCNH2 3.1 (human);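 active means maximum activity change below -70%; inconclusive means maximum activity change from -70% to -50%; inactive means maximum activity change above -50%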;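 further: thallium influx rate constant from kinetic fluorescence after stimulation buffer; on the % scale 0 is the no-effect control and ±100 the full control effect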
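FluxOr-based Tl+ influx in U2OS cells transduced with KCNH2 3.1 virus; rate constants normalized to DMSO controls.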
Mito fusion act – qHTS Assay for Small Molecule Inhibitors of Mitochondrial Division or Activators of Mitochondrial Fusion; Potency, µM (series often up to 46.1 µM), inactives show at the top dose growth rescue (activation), actives largely listed as activators; actives 0.23% (n = 320,000); S. cerevisiae fusion-defective mutant growth rescue, CellTiterGlo 48 h;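 further: potency means the concentration at half of the fitted maximal effect; % of control where 0% means no effect; nearly all actives have a fitted effect of over 45% in size; temperature-sensitive fusion mutants such as fzo1-1 at 37 °C on non-fermentable ethanol glycerol medium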
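Compounds are tested for their ability to restore growth of mitochondrial fusion-defective yeast strains at non-permissive 37C in YPEG medium over 48 hours. Viability is quantified by luciferase luminescence.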
Eya2 inh – qHTS Assay for Inhibitors of the Phosphatase Activity of Eya2. recombinant Eya2, OMFP fluorescence dephosphorylation (OMFP is methylfluorescein phosphate). AID 488837, 2010. actives 0.006% (n = 330,000). Potency, µM (highest dose often 76.9 µM), for inactives: at the highest dose activity, negative = inhibition, most hits filed as inhibitors. Protein phosphatase EYA2 (Homo sapiens), O00167; further: potency means the concentration at half of the fitted maximal effect; on the % scale 0 is the no-effect control and ±100 the full control effect
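Eya2 (0.2 uM) preincubated 10 min at ambient with compound, then OMFP substrate added at 50 uM; 10 min reaction in 50 mM HEPES pH 7.5, 50 mM NaCl, 5 uM MgCl2, 0.05% BSA, 1 mM DTT. Fluorescence read at Ex 485/Em 525 nm.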
TRPV1 agonist – HTS Assay for Compounds that Act as Agonists of the Vanilloid Receptor 1 | TRPV1-expressing cells, Fluo-8 calcium influx, agonist mode | activation, % at 8.33 µM | actives 0.19% (n = 320,000) | AID 540275, 2011; in the data active means activation above about 80%; inconclusive means between about 30% and that limit; further: 0% is about no effect
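Fluo-8 calcium influx in TRPV1-expressing cells, kinetic read (ex 480/em 520 nm). Compound added and read 3 min for agonist activity, followed by capsaicin at EC20 final and 2 min further read for enhancement.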
Active calls of the source: *; ? = inconclusive; . = not tested or not shown; [ ] = another dose, or the depositor's remark. Unless noted, the call rests on the fitted dose curve; in most records, active means well fitted curve in the direction sought with a large enough effect; inconclusive means small, poorly fitted or top-dose-only effect, or another doubt; inactive means no such curve, though single readings can be large; an effect the other way counts as inactive or inconclusive.

SMILES	USP2a block	TSHR antag	ELG1 DNA repair	KCNH2 WT inh	TCR act	AT treatment	KCNH2 3.1 block	Mito fusion act	Eya2 inh	TRPV1 agonist
Cc1ccc(NC(=S)N(CCN(C)C)Cc2cc3cccc(C)c3[nH]c2=O)cc1	0%	12	-16%	2	1%[46.1 µM]	6%	?	-4%	-6%	1
Cc1cc(NS(=O)(=O)c2ccc(NC(=O)CCCOc3cccc(C)c3C)cc2)no1	-1%	-9	-2%	-2	-1%	6%	.	-1%	-14%	5
CC1CCCN(C(=O)CCS(=O)(=O)c2ccc3c(c2)n(C)c(=O)c(=O)n3C)C1 (stereo not drawn)	-1%	-8	-4%	-4	-5%	15%	8	1%	10%	2
COc1ccc(C(C(=O)NC2CCCC2)N(C(=O)c2ccco2)c2ccc3c(c2)OCO3)cc1OC (stereo not drawn)	-1%	14	?	-4	6%	-7%	-2	-1%	0%	0
CN(CC(=O)Nc1ccc(Cl)cc1)C(=O)c1ccc(S(=O)(=O)Nc2ccccc2)cc1	1%	17	-5%	-2	0%	-10%	2	-2%	-35%	1
O=C(CN1CCN(S(=O)(=O)c2ccccc2C(F)(F)F)CC1)NCc1cccs1	2%	15	-5%	11	3%	0%	14	-6%	-14%	0
COc1cccc(-c2nn(-c3ccccc3)cc2C(=O)NCC(=O)O)c1	1%	3	-2%	-3	0%	-2%	-19	-6%	3%	1
CCc1ccc(S(=O)(=O)NCc2cn3cccc(C)c3n2)s1	3%	-2	?	-7	3%	2%	-20	-2%	-6%	-1
CCc1ccc(Nc2nnc(SCn3nnc4ccccc4c3=O)s2)cc1	-7%	0	-7%	-1	-1%	.	-21	2%	-24%	-2
Cc1oc(/N=C/c2cccc([N+](=O)[O-])c2)c(C#N)c1C	3%	-11	16%	-24	1%	-4%	-1	4%	2%	3
O=[N+]([O-])c1ccc(Cl)c(S(=O)(=O)/N=C(/Nc2cccnc2)c2ccccc2)c1	1%	39	-18%	1	6%[46.1 µM]	-14%	3	.	4%	.
CCOC(=O)c1cn(Cc2ccccc2)c2cc(C)nn2c1=O	1%	8	?	-10	3%	0%	14	1%	-4%	3

Additional compounds
SMILES	USP2a block	TSHR antag	ELG1 DNA repair	KCNH2 WT inh	TCR act	AT treatment	KCNH2 3.1 block	Mito fusion act	Eya2 inh	TRPV1 agonist
CCCCn1c(N)c(N(CCOC)C(=O)c2oc3ccc(OC)cc3c2C)c(=O)[nH]c1=O	7%	-8	13%	4	6%	12%	6	-1%	1%	-2
CCN(CC)c1ccc(C(=O)N/N=C(\C)c2cccc(OC)c2)cc1	5%	2	11%	22	-4%[46.1 µM]	-3%	-1	-2%	-19%	-1
CC(=O)NNC(=O)CSc1nnc(-c2ccccc2)c(-c2ccccc2)n1	1%	20	-6%	-6	3%	4%	27	-1%	-13%	0
COc1ccc(-c2[nH]ncc2N=Nc2ccccc2)cc1	4%	-2	?	2	0%	0%	-3	-5%	-9%	-2
CC(C)Cn1c(=O)c2sccc2n2c(CCCC(=O)N3CCC(N4CCCCC4)CC3)nnc12	1%	27	-2%	-10	0%	3%	-15	-4%	9%	-3
Cc1ccc(S(=O)(=O)Nc2ccc(C(=O)N3CCCC3)cc2)cc1	-2%	-3	3%	-4	-5%	6%	.	-2%	-5%	-1
COc1ccc(C(=O)COC(=O)c2cc(=O)c3ccccc3o2)cc1	0%	7	0%	1	3%	-2%	-9	.	-11%	.
CC1Cc2ccccc2N1C(=O)CN1CCC(C(N)=O)CC1 (stereo not drawn)	0%	-25	4%	-5	.	6%	15	3%	-2%	-15
CCN(CC)C(=O)CSc1nnc(-c2ccccc2)n1-c1ccccc1	0%	-7	-24%	1	0%	3%	-5	-2%	9%	3
Nc1nc2nc(-c3ccccc3)cc(=O)n2[nH]1	6%	6	?	6	3%	.	3	2%	-37%	2
Cc1ccc(C)n1-c1nn(S(=O)(=O)c2cccc(C(F)(F)F)c2)c2cccc(F)c12	-2%	6	-4%	3	-4%	12%	-37	4%	-12%	5
CCN(CC)CC(=O)Nc1ccc2c(c1)N(C(=O)CN(CC)CC)c1ccccc1CC2	-3%	11	3%	-17	5%	-2%	3	0%	9%	-1

Next results follow:
SMILES	USP2a block	TSHR antag	ELG1 DNA repair	KCNH2 WT inh	TCR act	AT treatment	KCNH2 3.1 block	Mito fusion act	Eya2 inh	TRPV1 agonist
CCn1cc(C(=O)N2CCCc3ccccc32)c2cc(OC)c(OC)cc2c1=O	-1%	-3	?	-10	3%	-1%	-8	5%	0%	11
COc1ccc(N2CCN(C(=O)c3ccc4c(c3)OCO4)CC2)cc1	-6%	2	7%	-22	-4%	-7%	11	-1%	-19%	-1
Cc1cc(C(F)(F)F)cc(NNC(=O)NC(=O)c2ccc(Cl)cc2)n1	0%	0	-5%	9	-2%	-3%	3	1%	-3%	4
CN(C(=O)c1cccc(Br)c1)C1CCS(=O)(=O)C1 (stereo not drawn)	0%	2	4%	-9	-2%	3%	-14	-2%	-8%	-2
CC(=O)c1ccc(S(=O)(=O)Nc2ccccc2C(=O)NC2CC2)cc1	1%	-3	28%	-6	3%	4%	6	3%	-4%	0
O=C(NCc1ccco1)c1cc2c(s1)CCCCC2	-4%	7	?	14	5%	7%	16	8%	-3%	-7
CC1CN(C(=O)Nc2ccc(F)cc2F)CC(C)O1 (stereo not drawn)	-1%	12	8%	8	0%	-1%	-17	-2%	-4%	2
Clc1ccc2nc(-c3ccncc3)cc(-c3ccccc3)c2c1	6%	30	12%	24	3%[46.1 µM]	.	-6	-2%	2%	-1
Nc1c(C(=O)Nc2ccc3c(c2)OCCO3)nnn1Cc1ccccc1Cl	-1%	-12	?	-9	10%	6%	-11	-2%	-1%	0
Brc1ccc(CSc2nnc(-c3ccccn3)n2Cc2ccco2)cc1	-11%	-5	-23%	0	.	0%	-17	?	3%	0
CCN=C(NCC)SC1CC(=O)N(c2cccc(OC)c2)C1=O (stereo not drawn)	-1%	2	-27%	12	.	2%	-1	1%	-5%	25
CC(C)(C)CN1CCNC(=O)C1CC(=O)NCCc1ccccc1F (stereo not drawn)	1%	20	13%	2	-11%	-1%	-4	-2%	-10%	11

Following part.
SMILES	USP2a block	TSHR antag	ELG1 DNA repair	KCNH2 WT inh	TCR act	AT treatment	KCNH2 3.1 block	Mito fusion act	Eya2 inh	TRPV1 agonist
S=c1[nH]nc(-c2ccco2)n1/N=C/c1ccccn1	3%	-11	-2%	.	.	-7%	.	-4%	-2%	0
COCCCNC(=O)c1ccc(N(C)S(C)(=O)=O)cc1	0%	3	10%	1	-6%	5%	9	1%	8%	3
O=Cc1ccc(OCC(=O)N2CCc3ccccc32)c(Br)c1	0%	-11	?	-4	-3%	-3%	-16	15%	-19%	5
O=P(COCCO)(c1ccccc1)c1ccccc1	0%	-6	11%	-1	-3%	-2%	6	2%	-15%	-2
O=C(N/N=C/c1ccco1)c1cc(-c2ccc(Cl)s2)[nH]n1	-2%	-34	-2%	-11	4%	5%	-11	7%	7%	-3
COc1ccc(C(=O)N(Cc2ccc(N(C)C)cc2)C2CCS(=O)(=O)C2)cc1 (stereo not drawn)	4%	0	16%	-5	-2%	-9%	5	10%	21%	6
COCc1cc(CN2CCCC2)c(O)c2ncccc12	-2%	27	?	0	2%	.	-3	5%	-2%	0
CC1(C)C=Cc2c(c3ccccc3[nH]c2=O)O1	1%	6	7%	15	4%	9%	2	8%	2%	-1
Cc1ccc(-c2nc3c(c(=O)[nH]c(=O)n3Cc3ccccc3)n2C)o1	0%	0	-19%	-12	4%	0%	-3	?	-5%	-4
COCCCNC(=S)N1CCN(C)CC1	0%	15	10%	-2	-7%	9%	-21	-7%	6%	-1
COc1cc(-c2nnc(SCC(=O)N(Cc3ccccc3)C(C)(C)C)o2)cc(OC)c1OC	-6%	-6	21µM*	11	.	7%	16	11%	-17%	9
CCN(CC)S(=O)(=O)c1cccc(S(=O)(=O)c2cccc(S(=O)(=O)N(CC)CC)c2)c1	4%	8	8.9µM*	-4	0%	8%	5	4%	7%	6
CC(=O)c1ccc(Oc2ccc(C(C)=O)cc2)cc1	2%	3	?	-3	-1%	2%	-1	2%	-1%	12
COc1cc(/C=N\NC(=O)CNC(=O)c2cccc([N+](=O)[O-])c2)ccc1O	1%	3	-5%	-6	7%	2%	-7	-3%	-1%	-3

An excerpt, so the mix of outcomes need not match the whole.
